TcdB inh: blocks C. difficile toxin B glycohydrolase activity; TcdB glycohydrolase enzymatic assay, plate reader; inhibition, % at 9.99 µM; 350,000 tested, 0.24% active; in the data active means inhibition above about 10%
* marks the source's active call; other numbers are inactive results; & = joins results of further samples. This is a subset. The share of hits here may be higher or lower than overall.

The opening five records, to show the layout:
SMILES	TcdB inh
CO[C@H](CN(C)S(=O)(=O)c1cn(C)cn1)[C@@H](C)CN(C(=O)Nc1ccc(C(F)(F)F)cc1)[C@H](C)CO	-1.0
CO[C@H]1CN(C)C(=O)c2cc(NC(=O)CC(F)(F)F)ccc2OC[C@@H](C)N(C(C)=O)C[C@@H]1C	-3.2
Cc1noc(C)c1NC(=O)Nc1cccc2c1O[C@@H](CN(C)Cc1ccccc1)[C@@H](C)CN([C@@H](C)CO)C2=O	-1.3
C[C@H](CO)N1C[C@H](C)[C@@H](CN(C)S(=O)(=O)c2cccs2)Oc2ccc(NC(=O)Nc3ccccc3)cc2CC1=O	-2.4
O=S(=O)(N[C@H]1CC[C@@H](CCn2cc(-c3cccc(F)c3)nn2)O[C@H]1CO)c1ccccc1	0.2

This part in full, from the start:
SMILES	TcdB inh
CO[C@H](CN(C)S(=O)(=O)c1cn(C)cn1)[C@@H](C)CN(C(=O)Nc1ccc(C(F)(F)F)cc1)[C@H](C)CO	-1.0
CO[C@H]1CN(C)C(=O)c2cc(NC(=O)CC(F)(F)F)ccc2OC[C@@H](C)N(C(C)=O)C[C@@H]1C	-3.2
Cc1noc(C)c1NC(=O)Nc1cccc2c1O[C@@H](CN(C)Cc1ccccc1)[C@@H](C)CN([C@@H](C)CO)C2=O	-1.3
C[C@H](CO)N1C[C@H](C)[C@@H](CN(C)S(=O)(=O)c2cccs2)Oc2ccc(NC(=O)Nc3ccccc3)cc2CC1=O	-2.4
O=S(=O)(N[C@H]1CC[C@@H](CCn2cc(-c3cccc(F)c3)nn2)O[C@H]1CO)c1ccccc1	0.2
CNC(=O)C[C@H]1CC[C@@H]2[C@H](COc3ccc(NC(=O)Nc4ccc(F)cc4)cc3C(=O)N2C)O1	3.7
CCCC(=O)Nc1ccc2c(c1)C(=O)N(C)[C@H]1CC[C@H](CC(=O)OC)O[C@@H]1CO2	-0.2
CC(C)CC#Cc1cnc2c(c1)C(=O)N([C@@H](C)CO)C[C@@H](C)[C@H](CN(C)C(=O)Cc1ccncc1)O2	-2.0
C/C=C/c1ccc2c(c1)O[C@H](CN(C)Cc1ccc(C(=O)O)cc1)[C@@H](C)CN([C@@H](C)CO)S2(=O)=O	-1.9
COc1ccccc1-c1cnc2c(c1)C(=O)N([C@@H](C)CO)C[C@H](C)[C@H](CN(C)C(C)=O)O2	0.2
COc1ccc(NC(=O)Nc2ccc3c(c2)C(=O)N([C@@H](C)CO)C[C@H](C)[C@H](CN(C)CC2CCCCC2)O3)cc1	-0.7
C/C=C/c1ccc([C@@H]2[C@H]3CN(S(=O)(=O)c4ccccc4)CCCCN3[C@H]2CO)cc1	-0.8
CCc1csc(N2[C@H](C#N)[C@H](c3ccccc3-c3ccc(F)cc3)[C@H]2CO)n1	-0.5
CCC(=O)Nc1ccc2c(c1)OC[C@@H](C)N(C(=O)Cc1ccccn1)C[C@H](C)[C@@H](OC)CN(C)C2=O	0.0
CO[C@H]1CN(C)C(=O)c2cc(NC(=O)Nc3ccc(Cl)cc3)ccc2OC[C@@H](C)N(C)C[C@H]1C	1.2
CCCC#Cc1cnc2c(c1)C(=O)N([C@H](C)CO)C[C@H](C)[C@H](CN(C)S(C)(=O)=O)O2	0.9
C[C@H](CO)N1C[C@H](C)[C@@H](CN(C)Cc2ccc(F)cc2)Oc2cc(C#CCN(C)C)ccc2S1(=O)=O	-0.8
CN1CCN(C(=O)C[C@@H]2C=C[C@@H](NS(=O)(=O)c3cccc(F)c3)[C@H](CO)O2)CC1	0.2
C[C@H]1CN([C@@H](C)CO)C(=O)c2cc(NS(=O)(=O)c3ccc(F)cc3)ccc2O[C@H]1CN(C)Cc1ccc(Oc2ccccc2)cc1	-1.2
C[C@H](CO)N1C[C@H](C)[C@@H](CN(C)C(=O)Nc2ccccc2)OCc2cnnn2CCCC1=O	-1.2&-3.2
CO[C@@H](CN(C)C(=O)c1cnccn1)[C@H](C)CN([C@H](C)CO)S(=O)(=O)c1ccc(F)cc1	-0.2
O=C(C[C@@H]1CC[C@H]2[C@@H](COC[C@@H](O)CN2CCc2ccccc2)O1)N1CCC(Cc2ccccc2)CC1	-9.9
C/C=C/c1ccc([C@H]2[C@@H](CNS(C)(=O)=O)N(CC3CCCC3)[C@H]2CO)cc1	-2.9
C[C@@H]1CCCCO[C@@H](CN(C)S(=O)(=O)c2ccc(F)cc2)[C@@H](C)CN([C@H](C)CO)C(=O)c2cc(NC(=O)CCCN(C)C)ccc2O1	0.5
C[C@@H]1CN([C@@H](C)CO)C(=O)c2cc(NS(=O)(=O)c3cccs3)ccc2O[C@@H]1CN(C)Cc1ccc2c(c1)OCO2	-0.2

Sorted by length of the SMILES (rising): part of the list above.
SMILES	TcdB inh
CCc1csc(N2[C@H](C#N)[C@H](c3ccccc3-c3ccc(F)cc3)[C@H]2CO)n1	-0.5
CCC(=O)Nc1ccc2c(c1)OC[C@@H](C)N(C(=O)Cc1ccccn1)C[C@H](C)[C@@H](OC)CN(C)C2=O	0.0
C[C@@H]1CN([C@@H](C)CO)C(=O)c2cc(NS(=O)(=O)c3cccs3)ccc2O[C@@H]1CN(C)Cc1ccc2c(c1)OCO2	-0.2

The main list resumes, starting two compounds before the break.
SMILES	TcdB inh
C[C@@H]1CCCCO[C@@H](CN(C)S(=O)(=O)c2ccc(F)cc2)[C@@H](C)CN([C@H](C)CO)C(=O)c2cc(NC(=O)CCCN(C)C)ccc2O1	0.5
C[C@@H]1CN([C@@H](C)CO)C(=O)c2cc(NS(=O)(=O)c3cccs3)ccc2O[C@@H]1CN(C)Cc1ccc2c(c1)OCO2	-0.2
COc1ccc(S(=O)(=O)N(C)C[C@H]2Oc3ccc(NC(=O)C4CC4)cc3CC(=O)N([C@@H](C)CO)C[C@H]2C)cc1	1.1
C[C@H](CO)N1C[C@H](C)[C@@H](CN(C)C)Oc2cc(-c3ccc(C#N)cc3)ccc2S1(=O)=O	0.3
CO[C@H]1CN(C)C(=O)c2ccc(NC(=O)C3CC3)cc2OC[C@H](C)N(C(=O)Cc2ccccn2)C[C@H]1C	-0.2
O=C(C[C@H]1CC[C@H]2[C@@H](COC[C@@H](O)CN2C(=O)c2ccc3c(c2)OCO3)O1)NCCN1CCCC1	-1.6
N#C[C@H]1N[C@@H](CO)[C@@H]1c1ccc(-c2ccccc2F)cc1	-0.4
CC=Cc1ccc2n(c1=O)C[C@H]1[C@H](CO)[C@@H](C(=O)NCC3CC3)N(CCC(F)(F)F)[C@@H]21 (mixture of isomers)	-3.6
CO[C@H]1CN(C)C(=O)c2cc(NC(=O)c3ccccc3F)ccc2OC[C@@H](C)N(CC2CC2)C[C@H]1C	-1.4
O=C(Cc1ccccc1)N1C[C@@H]2[C@H](c3ccccc31)[C@H](CO)N2C(=O)Cc1ccccc1	0.6
O=C(NCC[C@H]1CC[C@H](NS(=O)(=O)c2ccccc2)[C@H](CO)O1)c1ccc2c(c1)OCO2	-2.2
C[C@H](O)C#Cc1ccc([C@H]2[C@H](CO)N3CCCCN(C(=O)c4ccncc4)C[C@@H]23)cc1	-0.5
O=C(C[C@@H]1C[C@@H]2c3cc(NS(=O)(=O)c4ccc(F)cc4)ccc3O[C@@H]2[C@H](CO)O1)NCc1ccccc1	-0.9
Cc1ccc(S(=O)(=O)N(C)C[C@H]2Oc3c(NS(=O)(=O)c4c(C)noc4C)cccc3C(=O)N([C@@H](C)CO)C[C@H]2C)cc1	1.9
N#C[C@H]1[C@@H](c2ccccc2)[C@H](CO)N1C(=O)CN1CCOCC1	-0.3
Cc1ccc(S(=O)(=O)N(C)C[C@@H]2Oc3ccc(NC(=O)Nc4ccc(C(F)(F)F)cc4)cc3C(=O)N([C@H](C)CO)C[C@@H]2C)cc1	0.0
O=C(Nc1ccccc1)N1CCCCN2[C@@H](CO)[C@H](c3ccc(C#CC4CC4)cc3)[C@@H]2C1	0.7
C[C@H](CO)N1C[C@H](C)[C@H](CN(C)S(=O)(=O)c2ccc(F)cc2)Oc2ccc(NC(=O)c3ccncc3)cc2CC1=O	-0.5
CCNC(=O)C[C@H]1CC[C@@H]2[C@H](COC[C@H](O)CN2C(=O)c2cccnc2)O1	-1.0
O=C(Nc1ccccc1F)N1C[C@@H]2[C@H](c3ccccc31)[C@@H](CO)N2C(=O)C1CCCCC1	-0.5
COc1ccc2c3c(n(C)c2c1)[C@@H](CO)N(C)CC31CCN(C(=O)c2cccnc2)CC1	-2.3
C[C@@H]1CN([C@H](C)CO)C(=O)c2cc(NS(=O)(=O)c3ccc(Cl)cc3)ccc2O[C@@H]1CN(C)S(=O)(=O)c1cn(C)cn1	0.2
Cc1ccc(S(=O)(=O)N(C)C[C@@H]2Oc3ccc(NC(=O)Nc4ccc(C(F)(F)F)cc4)cc3CC(=O)N([C@H](C)CO)C[C@@H]2C)cc1	-0.2
CO[C@@H]1CN(C)C(=O)c2ccc(NC(=O)C3CCCC3)cc2OC[C@@H](C)N(S(=O)(=O)c2ccc(Cl)cc2)C[C@H]1C	0.4
C[C@@H]1CN([C@@H](C)CO)C(=O)c2cc(C#CCN(C)C)cnc2O[C@H]1CN(C)S(=O)(=O)c1ccccc1	-1.3
OC[C@H]1Nc2ccc(C#Cc3ccc(F)cc3)cc2[C@H]2[C@@H]1CCN2Cc1ccc2c(c1)OCO2	-1.7
C[C@H](NC(=O)C[C@H]1CC[C@H](NC(=O)Cc2ccccn2)[C@H](CO)O1)c1ccccc1	-1.1
SMILES	TcdB inh
C[C@@H]1CN([C@H](C)CO)S(=O)(=O)c2ccc(C3=CCCCC3)cc2O[C@H]1CN(C)C(=O)c1ccccc1	1.3
C[C@@H]1CN([C@@H](C)CO)C(=O)Cc2cc(NC(=O)C3CC3)ccc2O[C@H]1CN(C)Cc1ccc2c(c1)OCO2	-0.3
COc1ccccc1-c1ccc2c(c1)O[C@@H](CN(C)Cc1ccc3c(c1)OCO3)[C@H](C)CN([C@@H](C)CO)S2(=O)=O	0.3
C[C@H](CO)N1C[C@H](C)[C@H](CN(C)C)Oc2ncc(C#Cc3ccc(F)cc3)cc2C1=O	-0.5&-0.4
Cc1noc(C)c1NC(=O)Nc1ccc2c(c1)C(=O)N([C@H](C)CO)C[C@H](C)[C@H](CN(C)C(=O)C1CCCCC1)OCCCC[C@H](C)O2	-0.6
C[C@@H]1CN([C@H](C)CO)C(=O)Cc2cc(NC(=O)Nc3ccc(C(F)(F)F)cc3)ccc2O[C@H]1CN(C)C(=O)Nc1ccc2c(c1)OCO2	-0.1
COc1ccc2c3c(n(C)c2c1)[C@@H](CO)N(Cc1ccccn1)CC31CN(C(=O)NC(C)C)C1	1.1
CN(C)CC(=O)N1[C@@H]2Cn3c(ccc(C4=CCCCC4)c3=O)[C@H]1[C@@H](C(=O)NCC1CC1)[C@@H]2CO	0.2
Cc1noc(C)c1NC(=O)Nc1ccc2c(c1)CC(=O)N([C@@H](C)CO)C[C@@H](C)[C@H](CN(C)C(=O)Nc1ccc(F)cc1)O2	-2.5
C[C@@H]1CN([C@@H](C)CO)C(=O)c2cccc(NC(=O)c3cnccn3)c2O[C@H]1CN(C)Cc1ccc(C(=O)O)cc1	0.6
COCC#Cc1ccc2c(c1)O[C@H](CN(C)C(=O)C1CC1)[C@@H](C)CN([C@@H](C)CO)S2(=O)=O	0.0
COc1ccc(NC(=O)N[C@H]2CC[C@@H](CCNC(=O)CN3CCOCC3)O[C@@H]2CO)cc1	0.0
C[C@H]1CN([C@@H](C)CO)C(=O)c2cc(C#CC3CC3)cnc2O[C@@H]1CN(C)Cc1ccncc1	0.2
COc1ccc(C#Cc2cnc3c(c2)C(=O)N([C@H](C)CO)C[C@H](C)[C@H](CN(C)S(C)(=O)=O)O3)cc1OC	1.3
COc1ccc2c3c(n(C)c2c1)[C@H](CO)N(Cc1cccnc1)CC31CN(C(=O)NC(C)C)C1	-0.4
CO[C@H]1CC[C@H]2CCOc3ccc(C#N)cc3C(=O)N(C)[C@@H](C)C(=O)N(C)C[C@H]1O2	0.9
CO[C@H]1CN(C)C(=O)c2ccc(NS(C)(=O)=O)cc2OC[C@@H](C)N(C(=O)C2CCCCC2)C[C@H]1C	-0.3
Cc1noc(C)c1NC(=O)Nc1ccc2c(c1)C(=O)N(C)[C@@H]1CC[C@H](CC(=O)N[C@H]3CCN(Cc4ccccc4)C3)O[C@H]1CO2	-0.1
COc1ccc(NC(=O)Nc2ccc3c(c2)C(=O)N([C@H](C)CO)C[C@@H](C)[C@H](CN(C)Cc2ccc4c(c2)OCO4)OCCCC[C@@H](C)O3)cc1	-6.2
O=C(C[C@H]1C=C[C@@H](NC(=O)c2cccc(F)c2)[C@@H](CO)O1)NCCN1CCCC1	0.3
C[C@H](CO)N1C[C@H](C)[C@H](CN(C)C(=O)Cc2ccccn2)Oc2cc(-c3cccc(C(=O)N(C)C)c3)ccc2S1(=O)=O	0.2
Cc1ccc(S(=O)(=O)N2C[C@@H](O)COC[C@@H]3O[C@H](CC(=O)NCc4ccc(Cl)c(Cl)c4)CC[C@H]32)cc1	0.7
COc1ccccc1S(=O)(=O)N[C@H]1CC[C@@H](CCNC(=O)C2CC2)O[C@@H]1CO	0.3
O=C(Nc1ccc2c(c1)[C@H]1C[C@H](CC(=O)N3CCc4ccccc4C3)O[C@H](CO)[C@H]1O2)C1CCC1	-2.4
COC(=O)C[C@@H]1C=C[C@H](NS(=O)(=O)c2ccc(OC)cc2)[C@@H](CO)O1	-0.3
SMILES	TcdB inh
CO[C@@H]1CN(C)C(=O)c2ccc(NC(=O)NC(C)C)cc2OC[C@H](C)N(CCC(F)(F)F)C[C@H]1C	-0.8
Cc1noc(C)c1NC(=O)N(C)C[C@H]1Oc2c(NS(=O)(=O)c3ccccc3)cccc2C(=O)N([C@@H](C)CO)C[C@H]1C	-1.1
C[C@@H]1CN([C@H](C)CO)C(=O)c2cc(NC(=O)CCC(F)(F)F)ccc2O[C@H]1CN(C)C(=O)Nc1ccccc1	-3.4
COc1ccc([Si](C)(C)[C@@H]2[C@@H](CCn3cc([C@H](O)c4ccccc4)nn3)O[C@]3(C(=O)N(c4ccccc4)c4ccccc43)[C@H]2C)cc1	0.6
COc1ccc(-c2ccc3n(c2=O)C[C@@H]2[C@@H](CO)[C@H](C(=O)N(C)C)[C@H]3N2Cc2cccnc2)cc1	-0.7
CCCNC(=O)N[C@@H]1C=C[C@@H](CC(=O)N2CCN(C)CC2)O[C@@H]1CO	0.2
C/C=C/c1ccc([C@@H]2[C@@H](CO)N(C(C)=O)[C@H]2CN(C)C(=O)c2ccccn2)cc1	2.6
COCC(=O)N(C)C[C@H]1Oc2ncc(-c3ccc(C)cc3)cc2C(=O)N([C@H](C)CO)C[C@H]1C	-0.4

Screening results deposited in PubChem BioAssay by Broad Institute.
